Thrombin inh: blocks human thrombin protease activity; AID 1046; inhibition, % at 5 µM; actives 0.26% (n = 220,000); P00734; alpha-thrombin, Boc-VPR-AMC fluorogenic substrate cleavage;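 active = inhibition at or above 40%; inactive = inhibition below 40%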;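 note: 0% = enzyme with no compound and 100% = wells without enzyme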
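Material: Human alpha-thrombin protein | Buffer or medium: pH 7.5 Tris-saline with Tween 20 | Reagent: Boc-VPR-AMC substrate, 15 µM final | Schedule: Reaction at ambient temperature | Detection: AMC fluorescence at 355 nm excitation and 460 nm emission | Evaluation: Percent inhibition scaled between no-compound controls and no-enzyme blanks | Controls: no-compound enzyme wells and no-enzyme blanks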
KLK5 inh: inhibitors of human kallikrein 5. Q9Y337. recombinant hK5, fluorogenic AMC substrate cleavage. inhibition, % at 5 µM. actives 0.59% (n = 210,000). AID 873;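 active = inhibition of 40% or more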;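 note: 0% = enzyme controls without compound and 100% = no-enzyme blanks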
Target sequence (Q9Y337 67-293 limits assumed): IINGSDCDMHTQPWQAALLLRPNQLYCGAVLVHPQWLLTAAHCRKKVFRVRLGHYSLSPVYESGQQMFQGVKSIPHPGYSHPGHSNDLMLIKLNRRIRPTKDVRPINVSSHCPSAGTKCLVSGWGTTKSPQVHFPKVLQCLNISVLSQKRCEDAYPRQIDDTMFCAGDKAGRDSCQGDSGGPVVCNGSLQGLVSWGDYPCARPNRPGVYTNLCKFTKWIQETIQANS
EBV gp42 block: blocks Epstein-Barr virus glycoprotein 42 binding. Q1HVG2. Fluorescence polarization binding assay, mP read-out. inhibition, % (tested at 21.74 µM). actives 0.42% (n = 220,000). AID 1085; in the data active = inhibition above about 50%
Furin inhibitor: blocks human furin protease activity. P09958. actives 0.061% (n = 220,000). AID 463115. purified furin, fluorogenic substrate cleavage. inhibition, % at 30 µM; in the data active = inhibition above about 25%; note: inactives centre near -15
Target sequence (P09958 108-714 limits assumed): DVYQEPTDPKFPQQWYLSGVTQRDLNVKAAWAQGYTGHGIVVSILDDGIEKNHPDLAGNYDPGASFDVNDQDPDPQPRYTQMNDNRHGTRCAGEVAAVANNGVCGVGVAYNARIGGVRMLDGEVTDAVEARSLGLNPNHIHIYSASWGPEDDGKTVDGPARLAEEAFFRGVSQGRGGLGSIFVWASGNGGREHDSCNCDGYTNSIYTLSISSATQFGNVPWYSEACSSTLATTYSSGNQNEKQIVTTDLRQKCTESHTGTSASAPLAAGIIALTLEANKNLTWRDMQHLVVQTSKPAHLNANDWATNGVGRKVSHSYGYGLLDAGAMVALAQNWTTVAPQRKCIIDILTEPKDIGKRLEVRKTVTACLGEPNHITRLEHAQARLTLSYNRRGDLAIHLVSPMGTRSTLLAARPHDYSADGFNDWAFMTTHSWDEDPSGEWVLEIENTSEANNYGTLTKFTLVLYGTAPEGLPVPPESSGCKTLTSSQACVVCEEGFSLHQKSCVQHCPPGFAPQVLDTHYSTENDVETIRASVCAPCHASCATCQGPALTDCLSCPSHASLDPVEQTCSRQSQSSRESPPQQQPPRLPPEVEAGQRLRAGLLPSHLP
Cl transport mod: modulates chloride dependent transport by human KCC2; Q9H2X9; KCC2 cells, thallium flux FluoZin-2 fluorescence; B-score of Tl+ flux slope (higher = more flux/activation; lower = inhibition) at 10 µM; actives 2.2% (n = 190,000);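 active = thallium flux slope and its plate-corrected score both differing from the plate sample mean at a set confidence after two filtering rounds, in either direction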;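 note: slope of fluorescence scaled to starting intensity during 10 to 20 s after thallium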
Rad51 HR inh: Rad51 (human) homologous recombination inhibition. hRad51 DNA strand exchange, fluorescence dequenching. inhibition, % at 10 µM. actives 0.085% (n = 200,000). Q06609;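 active = inhibition above 40% at the single screening dose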;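 note: 0% = DMSO control wells and 100% = blanks with heterologous ssDNA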
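Test system: preformed human Rad51 ssDNA filaments; also added: Donor/quencher-labelled 47-bp dsDNA substrate; doses: 10 µM final, single point; times: 37 °C 15-min filament assembly, 30-min compound preincubation, 15-min exchange; detection: FRET fluorescence dequenching, excitation 485 nm, emission 520 nm; read-out basis: Fluorescence-based percent inhibition, control- and blank-normalised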
NCF1 inh: blocks human p47phox regulatory protein of NADPH oxidases | P14598 | p47phox/p22phox peptide binding, fluorescence polarization, 2 h | inhibition, % at 24.7 µM | actives 0.53% (n = 220,000) | AID 1274;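 note: 0% = p47phox with labelled peptide and 100% = labelled peptide alone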
eIF4E 4G PPI: blocks eIF4E binding to eIF4G | TR-FRET eIF4E-eIF4GI(517-606) binding, 2 h | AID 782 | inhibition, % at 21.7 µM | P63073+Q04637 | actives 0.37% (n = 220,000);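 note: 0% = full FRET control wells and 100% = background wells lacking eIF4GI fragment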
14-3-3 Bad inh: disrupts binding of bovine 14-3-3 zeta to phospho-Bad peptide; AID 781; TR-FRET 14-3-3zeta/Dy647-pBad peptide displacement, 1 h; actives 0.71% (n = 220,000); inhibition, % at 21.7 µM;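 active = inhibition above about 70%, limit read from the data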;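 note: 0% = full 14-3-3 plus peptide FRET controls and 100% = background without 14-3-3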
Target sequence (P63103 whole entry, looked up): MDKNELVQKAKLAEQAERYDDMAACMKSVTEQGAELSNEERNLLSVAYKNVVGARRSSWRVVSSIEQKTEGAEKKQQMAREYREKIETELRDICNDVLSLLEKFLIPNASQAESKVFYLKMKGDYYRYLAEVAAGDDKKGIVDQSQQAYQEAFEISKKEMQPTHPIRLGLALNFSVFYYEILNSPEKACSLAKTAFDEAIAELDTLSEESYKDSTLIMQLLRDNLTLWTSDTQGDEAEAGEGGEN
* marks the source's active call; other numbers are inactive results; i = inactive; nt = not tested or not shown; [ ] = dose if it differs, or a comment.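 Rule for the calls, unless noted: active = inhibition above about 30% (limit read from the data); inactive = the rest.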

SMILES | Thrombin inh | KLK5 inh | EBV gp42 block | Furin inhibitor | Cl transport mod | Rad51 HR inh | NCF1 inh | eIF4E 4G PPI | 14-3-3 Bad inh
CCC(CC)c1nnc(NC(=O)C2=NNC(=O)CC2)s1 | -1 | -5 | -9 | -8 | -0.55 | -7 | -5 | -6 | -9
CC(=O)Nc1ccc(OS(=O)(=O)c2ccc([N+](=O)[O-])cc2)cc1 | -8 | -1 | -10 | -23 | -0.9 | -1 | 1 | -1 | -12
N#Cc1ccc(/C=C/C(=O)c2cccnc2)cc1 | -1 | -2 | -10 | -24 | -1.1 | 6 | -9 | 0 | -9
CC(O)CNc1cc(N)c([N+](=O)[O-])cc1[N+](=O)[O-] (centres undefined) | -7 | 9 | 1 | 0 | 4.4 | 2 | 2 | -3 | 1
COCCCNC(=O)C1CCC(CNS(=O)(=O)c2ccc(OC)cc2)CC1 (centres undefined) | 2 | -7 | -6 | -28 | 0.72 | -3 | 0 | 1 | -7
O=C(O)c1cnn(-c2ccccc2)c1-n1cccc1 | -2 | -8 | -6 | -14 | 0.11 | -5 | -5 | 3 | 0[fluorescence artefact?]
CCCCCn1c(=O)[nH]c2cc(C(=O)NCCCN(C)Cc3ccccc3)ccc2c1=O | -2 | -5 | 3 | -15 | 0.31 | nt | -2 | 0 | 2
COC(C(=O)NCc1ccccc1C)c1ccccc1 (centres undefined) | -8 | 4 | -9 | -18 | -4.1 | -4 | 0 | 8 | 2
Cc1ccc(NC(=O)/C(=C/c2ccc([N+](=O)[O-])cc2)NC(=O)c2ccccc2)cc1 | -6 | 3 | -9 | -28 | -1.4 | -17 | -6 | -12 | -1
CCOC(=O)c1[nH]c2ccc(C)cc2c1N | -4 | -39 | -5 | -4 | 0.51 | -2 | -9 | 0 | 2
CCC(=O)OCC(=O)c1cc(C)n(-c2ccc(Br)cc2)c1C | -6 | -2 | -6 | -6 | -1.1 | 3 | -2 | 0 | 13
CCC(CC)C(=O)NCCc1cc2ccc(C)cc2[nH]c1=O | -4 | 13 | -13 | -18 | -1.4 | -6 | -6 | 8 | -10[fluorescence artefact?]
COc1ccc(CCNC(=O)CCCOc2cccc(C)c2C)cc1OC | 7 | 11 | -18 | -17 | -1.1 | -32 | -9 | -13 | 5
Cc1cc(=O)[nH]c(/N=C(\N)Nc2ccc(SC(F)F)cc2)n1 | -2 | -2 | -3 | -21 | 0.69 | 14 | -11 | 0 | -13
Cc1cc(C)c2sc(N(CCCN(C)C)C(=O)c3ccc(Br)s3)nc2c1 | 4 | -7 | 1 | -23 | 0.13 | 1 | 2 | 0 | -5
O=C(NCCN1CCOCC1)c1cc(Sc2cccc(Cl)c2)nc2ccccc12 | -1 | 12 | -7 | -18 | 0.59 | 6 | -10 | 2 | -6
Cc1ccc(C)c(NC(=O)CSc2nnc(-c3ccccc3)o2)c1 | 2 | 6 | -17 | -19 | -2 | -5 | -10 | 0 | -1
COC(=O)c1ccc(COc2ccc(/C=N/Nc3nc(C)cc(=O)[nH]3)cc2)cc1 | -6 | -6 | 3 | -2 | -0.19 | 4 | 5 | -15 | 45
CCOC(=O)c1cc(C(C)(C)C)oc1CNC(=O)c1c(C)oc2c1CCCC2 | 0 | -5 | -11 | 4[20 µM] | 0.21 | -2 | -14 | -1 | 0
Cc1c(C(=O)OCC(=O)c2c(N)n(CC(C)C)c(=O)n(C)c2=O)oc2ccccc12 | -7 | 0 | -6 | -22[20 µM] | -1.6 | -4 | -6 | 0 | -4
CCCCS(=O)(=O)c1sc2nc3c(cc2c1N)CCCC3 | 14 | 42* | -7 | -29[20 µM] | -0.91 | -4 | -3 | 1[fluorescence artefact?] | -14
Cc1ccc(C(=S)NCS(=O)(=O)c2ccc(C)cc2)cc1 | 0 | -3 | -10 | -15[20 µM] | 0.36 | -5 | -15 | 9 | 6
COc1ccc(NC(=O)c2ccco2)c(NC(=O)Cc2cccs2)c1 | -3 | -9 | -18 | -17[20 µM] | -1.2 | -1 | -6 | 3 | 7
c1ccc(C(c2ccccc2)c2noc(CN3CCC(c4ccncc4)CC3)n2)cc1 | -5 | nt | -25 | -28 | -0.25 | nt | -6 | 1 | -1
CCOc1ccc(/C(O)=C2/C(=O)C(=O)N(CC3CCCO3)C2c2cccs2)cc1 (centres undefined) | -4 | -17 | 6 | -18 | -0.57 | -6 | -8 | -2 | 3

Next compounds
SMILES | Thrombin inh | KLK5 inh | EBV gp42 block | Furin inhibitor | Cl transport mod | Rad51 HR inh | NCF1 inh | eIF4E 4G PPI | 14-3-3 Bad inh
O=C(Nc1ccc(Cc2ccncc2)cc1)c1ccc(S(=O)(=O)N2CCCC2)cc1 | -3 | -13 | 3 | -18 | -1.1 | 15 | -2 | 0 | -11
Cc1nc(-c2ccccc2)cc(N2CCCC2)n1 | 3 | -8 | -5 | -25[20 µM] | 0.017 | -6 | -12 | 1 | 12
O=[N+]([O-])c1ccc(N/N=C/c2ccc(O)c(O)c2O)c(S(=O)(=O)N2CCOCC2)c1 | 3 | -35 | 20 | -11 | 0.59 | 0 | -15 | 20 | 2
COc1ccc(/C=N/Nc2nc(N3CCCC3)nc(N3CCCC3)n2)cc1 | -2 | -2 | -1 | -13 | 0.52 | -8 | 1 | 7 | 15
CNC(=O)c1nn(-c2ccc(Cl)cc2)ccc1=O | -12 | -15 | 23 | -22[20 µM] | -0.03 | 4 | 6 | -10 | -1
COc1ccc(N2CCN(C3CC(=O)N(Cc4ccccc4)C3=O)CC2)cc1 (centres undefined) | -6 | 3 | -10 | -30 | 0.066 | -3 | -13 | 3 | -6
Cn1c(=O)c2c(ncn2CC(COCc2ccccc2Cl)OCc2ccccc2Cl)n(C)c1=O (centres undefined) | -4 | 17 | 0 | -9[20 µM] | -0.0096 | 0 | 0 | -7 | 0[fluorescence artefact?]
COc1ccc(-n2cc(C(=O)c3ccc4ccccc4c3O)cn2)cc1 | 1 | -48 | -11 | -20 | 0.51 | -4 | -15 | -1 | -22
CCOC(=O)c1cnc(-n2nc(C)cc2C)nc1N(CC)CC | -1 | 1 | -6 | -28 | -0.27 | -5 | 0 | -2 | 5
CS(=O)(=O)c1ccc2c(c1)sc1nc(=O)c(/C=C3/C=CC(=O)C(O)=C3)c(N)n12 | -3 | -9 | -93 | 6 | 0.87 | i | -70 | 9 | 60
Cc1nn(C)c(C)c1S(=O)(=O)N1CCC(CO)(CC2CCCCO2)CC1 (centres undefined) | 11 | -3 | -1 | -2 | -0.081 | -2 | 1 | -4 | -4
Cc1ccc(/C=N/n2nnnc2N)o1 | -4 | -9 | -17 | 8[20 µM] | 0.5 | 2 | -9 | -2 | 2
O=C(COc1ccc([N+](=O)[O-])cc1)Nc1ccccc1N1CCCC1 | -2 | nt | -13 | -26 | -0.53 | -28 | -7 | 2 | -20
O=C(Nc1ccccc1-c1nc2ccccc2s1)c1cccnc1Cl | -2 | -16 | -15 | -11[20 µM] | -0.28 | 0 | -6 | -37 | 18
C/C(=N\NC(=O)CSc1nc(C)[nH]c1[N+](=O)[O-])c1ccc(F)cc1 | -6 | 5 | -5 | -11 | -3.9 | -21 | 4 | 2 | -1
CN1C(=O)N(c2ccccc2)C(Nc2nncs2)C1(C)C (centres undefined) | 3 | 2 | -14 | -24 | -0.0058 | 26 | 3 | 6[fluorescence artefact?] | -5[fluorescence artefact?]
O=C(COc1cccc2ccccc12)N/N=C/c1ccncc1 | 1 | -5 | 1 | -24 | nt | nt | 0 | 0 | -13
CSc1nc2[nH]ncc2c(=O)n1-c1ccccc1 | -2 | -21 | -12 | -10 | 0.39 | -3 | -2 | 2 | -18
O=C(NN=C1CCCC1)c1ccccc1OCc1ccc(Cl)cc1 | 33 | 38 | 0 | -2 | -0.49 | -2 | -5 | -1 | -3
O=C(OCC#Cc1c(COC(=O)c2ccccc2)nnn1Cc1ccccc1)c1ccccc1 | -10 | -4 | -7 | -16 | 1.8* | 1 | -9 | -2 | -2
CCCCN(CCCC)S(=O)(=O)c1ccc(NS(=O)(=O)c2ccc(NC(C)=O)cc2)cc1 | 2 | -6 | -24 | -5[20 µM] | -0.95 | 3 | -53 | 4 | -8
Cc1ccc(S(=O)(=O)NC(=O)Nc2cc(C)ccc2F)cc1 | -5 | 1 | -13 | -16 | -11* | -5 | -4 | 1 | 7
COc1cc(/C=N/NC(=O)CNC(=O)c2ccc3c(c2)OCCO3)ccc1O | 2 | -1 | 0 | -15 | -0.48 | 6 | -8 | -5 | 6
COC(=O)c1cc2occc2n1CC(=O)Nc1ccc(OC)c(OC)c1OC | -4 | -6 | -4 | -13[20 µM] | -0.18 | -8 | -5 | 0 | -4
C=C(C)[C@@H]1CC=C(C(=O)O)CC1 | 2 | 1 | 2 | -10 | -1.1 | -6 | 1 | -19 | 0

Other results follow:
SMILES | Thrombin inh | KLK5 inh | EBV gp42 block | Furin inhibitor | Cl transport mod | Rad51 HR inh | NCF1 inh | eIF4E 4G PPI | 14-3-3 Bad inh
Cc1c(-n2c(SCC(C)C)nc3ccccc3c2=O)c(=O)n(-c2ccccc2)n1C | 0 | -19 | -13 | -31 | 1.1 | 12 | -12 | -5 | -10
CCOc1ccc(NS(=O)(=O)c2ccc(NC(=S)NC(=O)CC(C)C)cc2)cc1 | -2 | -21 | 19 | 3[20 µM] | 0.025 | 0 | -11 | 0 | -17
COc1ccc(NC(=S)NCc2ccc3c(c2)OCO3)cc1 | -2 | -14 | 0 | -17 | -0.65 | 0 | -11 | 2 | -6
C/C(=N\NC(=O)c1cc2c(s1)CCC(C)C2)c1ccncc1 (centres undefined) | -11 | -18 | -6 | -1 | -2.7 | 7 | -7 | -2 | -4
COc1nnc(-c2ccc(N3CCCCC3)c(NC(C)=O)c2)c2ccccc12 | -1 | 17 | -8 | -18[20 µM] | nt | -4 | -12 | -10 | 8
Cc1cc(NC(=O)C2C3C(=O)N(CC4CCCO4)C(C(=O)NC(C)(C)C)C34C=CC2(C)O4)no1 (centres undefined) | -2 | 7 | -9 | -18 | 0.0034 | -11 | 5 | 1 | -9
CC12CCC(=O)N1C(C(=O)Nc1cccc3ccccc13)CS2 (centres undefined) | 1 | -4 | -28 | nt | nt | 6 | 2 | 4 | -15[fluorescence artefact?]
CCOC(=O)C1C(=O)CC(C)(O)C(C(=O)OCC)C1c1ccc(N(CC)CC)cc1 (centres undefined) | -5 | -15 | -5 | -11[20 µM] | -1 | -2 | 7 | -4 | -1

Record cards, as listed above. Order of screens: Thrombin inh, KLK5 inh, EBV gp42 block, Furin inhibitor, Cl transport mod, Rad51 HR inh, NCF1 inh, eIF4E 4G PPI, 14-3-3 Bad inh
`Cc1c(-n2c(SCC(C)C)nc3ccccc3c2=O)c(=O)n(-c2ccccc2)n1C` as listed: 0, -19, -13, -31, 1.1, 12, -12, -5, -10
`CCOc1ccc(NS(=O)(=O)c2ccc(NC(=S)NC(=O)CC(C)C)cc2)cc1` as listed: -2, -21, 19, 3[20 µM], 0.025, 0, -11, 0, -17
`Cc1cc(NC(=O)C2C3C(=O)N(CC4CCCO4)C(C(=O)NC(C)(C)C)C34C=CC2(C)O4)no1` (centres undefined) as listed: -2, 7, -9, -18, 0.0034, -11, 5, 1, -9
`COc1ccc(NC(=S)NCc2ccc3c(c2)OCO3)cc1` as listed: -2, -14, 0, -17, -0.65, 0, -11, 2, -6
`COc1nnc(-c2ccc(N3CCCCC3)c(NC(C)=O)c2)c2ccccc12` as listed: -1, 17, -8, -18[20 µM], nt, -4, -12, -10, 8
